Compound activity from PubChem BioAssay.
Rv3671c protease – inhibitors of M. tuberculosis serine protease Rv3671c; actives 0.048% (n = 320,000); inhibition, % at 5.96 µM; in the data active means inhibition above about 38%;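 further: extracellular domain of Rv3671c used as enzyme; 0% = enzyme with DMSO and 100% = no enzyme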
Target sequence (P9WHR9 whole entry, looked up, the tested form may be a part): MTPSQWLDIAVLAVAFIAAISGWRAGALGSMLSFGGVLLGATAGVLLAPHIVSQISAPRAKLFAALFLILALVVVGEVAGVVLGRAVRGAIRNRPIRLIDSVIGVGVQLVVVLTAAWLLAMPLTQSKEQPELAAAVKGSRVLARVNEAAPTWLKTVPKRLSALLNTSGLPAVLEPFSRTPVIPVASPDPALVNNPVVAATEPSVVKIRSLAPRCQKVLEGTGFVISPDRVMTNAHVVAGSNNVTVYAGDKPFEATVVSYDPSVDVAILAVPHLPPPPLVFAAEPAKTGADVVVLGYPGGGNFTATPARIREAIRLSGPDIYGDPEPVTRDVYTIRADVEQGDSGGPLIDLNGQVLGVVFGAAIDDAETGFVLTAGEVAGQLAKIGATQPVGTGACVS
CCHFV vOTU inh – blocks the CCHF virus ovarian tumor domain protease; inhibition, % at 11.5 µM; actives 0.55% (n = 370,000); CCHFV vOTU protease, Pep-AMC fluorescence; further: 0% = vehicle wells with enzyme and 100% = no enzyme wells
FadD28 FP inh – blocks FadD28 binding to the bisubstrate probe; fluorescence polarization; actives 0.22% (n = 360,000); inhibition, % at 12.5 µM; in the data active means inhibition above about 8.5%, passing the limit was not always enough; inconclusive means no clear call, values can overlap the other calls
UGM FP inh – Mtb UDP-galactopyranose mutase inhibition; purified UGM, fluorescence polarization probe displacement; actives 0.06% (n = 320,000); inhibition, % at 10 µM; P9WIQ1; in the data active means inhibition above about 10%, passing the limit was not always enough; inconclusive means no clear call, values can overlap the other calls
Target sequence (P9WIQ1 whole entry, looked up): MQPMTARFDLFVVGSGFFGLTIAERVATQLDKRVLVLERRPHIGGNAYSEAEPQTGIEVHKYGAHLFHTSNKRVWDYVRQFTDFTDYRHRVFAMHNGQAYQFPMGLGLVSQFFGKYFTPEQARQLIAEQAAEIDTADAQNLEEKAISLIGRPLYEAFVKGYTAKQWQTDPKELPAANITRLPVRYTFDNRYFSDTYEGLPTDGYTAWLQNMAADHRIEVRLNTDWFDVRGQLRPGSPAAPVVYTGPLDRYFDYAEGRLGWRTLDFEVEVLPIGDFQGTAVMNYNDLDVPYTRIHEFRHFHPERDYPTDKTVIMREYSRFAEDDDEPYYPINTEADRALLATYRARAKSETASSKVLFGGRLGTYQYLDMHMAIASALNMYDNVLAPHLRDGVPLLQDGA
DUSP3 inh – DUSP3 (human) phosphatase inhibition; recombinant VHR phosphatase, pNPP absorbance; actives 0.52% (n = 290,000); inhibition, % at 13.3 µM; P51452; in the data active means inhibition above about 50%; further: some compounds called inactive have numbers as strong as hits
BioA inh – inhibitors of Mycobacterium tuberculosis BioA enzyme | purified M. tuberculosis BioA enzyme, plate reader | inhibition, % at 9.99 µM | actives 0.096% (n = 360,000); in the data active means inhibition above about 40%; inconclusive means no clear call, values can overlap the other calls
MazEF act – MazEF (E. coli) toxin RNase activation. P0AE70. activation, % at 20 µM. actives 0.32% (n = 350,000). FAM/BHQ RNA-DNA oligo cleavage fluorescence, 5 h. AID 504720; in the data active means activation above about 50%
Target sequence (P0AE70 whole entry, looked up): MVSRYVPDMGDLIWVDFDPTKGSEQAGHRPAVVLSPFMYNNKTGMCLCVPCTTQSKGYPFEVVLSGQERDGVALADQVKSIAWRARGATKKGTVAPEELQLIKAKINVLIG
Mtb FBA inh – inhibits M. tuberculosis FBA enzyme; P9WQA3; purified M. tuberculosis FBA, fluorescence read-out; inhibition, % at 1 µM; actives 2.3% (n = 360,000); AID 588726; in the data active means inhibition above about 27%;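 further: 0% = vehicle and 100% = reference inhibitor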
BoNT F protease – BoNT F light chain protease inhibition | actives 0.22% (n = 360,000) | AID 588497 | Multiplex microsphere protease cleavage assay, flow cytometry | inhibition, % at 10 µM; in the data active means inhibition above about 35%, passing the limit was not always enough; inconclusive means no clear call, values can overlap the other calls; further: plate controls were buffer without enzyme for full effect and enzyme alone for no effect
GDH-TPI inh – inhibits GDH-TPI coupling enzymes, artifact for Mtb FBA screen; inhibition, % at 4.8 µM; AID 588335; actives 1.2% (n = 360,000); GDH-TPI coupled enzyme counterscreen, NADH absorbance;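 further: 0% = DMSO wells and 100% = wells lacking the enzyme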
Numbers without * were called inactive; ? = inconclusive; . = not tested or not shown. Unless noted, no stated cut-off is given here; in the data, active means inhibition above about 30%; inactive means the rest.

Labels used below – A = Rv3671c protease; B = CCHFV vOTU inh; C = FadD28 FP inh; D = UGM FP inh; E = DUSP3 inh; F = BioA inh; G = MazEF act; H = Mtb FBA inh; I = BoNT F protease; J = GDH-TPI inh
COc1ccc(OC)c(NC(=O)C2CCN(S(C)(=O)=O)CC2)c1
  A = 1	B = 13	C = -3.3	D = 2.2	E = 7	F = -0.1	G = 5	H = -3	I = -16	J = 2
OC1COC(c2ccccc2)OC1C1OC(c2ccccc2)OCC1O (stereo not drawn)
  A = .	B = -4	C = -1.3	D = .	E = .	F = -1.0	G = 7	H = 5	I = -4	J = 14
COc1ccccc1C(=O)N1CC(=O)Nc2ccc(C)cc2C1c1ccc(F)cc1 (stereo not drawn)
  A = 0	B = -5	C = -3.5	D = -1.2	E = 7	F = 0.1	G = 1	H = 1	I = 0	J = -1
CN(C)C1=NC[C@H](Cc2ccccc2)N1CCC1CCCC1
  A = 2	B = 2	C = 0.1	D = 0.7	E = .	F = -0.3	G = 4	H = 4	I = -53	J = 13
CC(C)=C[C@H]1C[C@H](C)[C@H]2CC[C@H](C)c3c(O[C@@H]4O[C@@H](C)[C@@H](O)[C@@H](O)[C@@H]4O)c(O)c(C)c1c32
  A = .	B = 13	C = -4.2	D = .	E = .	F = -1.5	G = .	H = -2	I = -2	J = -2
Oc1c(C=C2N=c3ccccc3=N2)sc(=S)n1-c1ccccc1
  A = -8	B = -11	C = -3.6	D = -1.0	E = 18	F = 0.3	G = -2	H = -2	I = 17	J = -2
COc1ccc(S(=O)(=O)N2CCCCCC2)cc1NC(=O)c1ccccc1
  A = -2	B = -5	C = -0.3	D = 2.4	E = 36	F = -1.7	G = -1	H = 1	I = 14	J = -1
N=C1S/C(=C\c2ccco2)C(=O)N1c1ccc2c(c1)OCO2
  A = 3	B = 12	C = -1.4	D = -0.6	E = 30	F = -2.3	G = -10	H = -4	I = -2	J = 17
COc1ccccc1N1CCN(C(c2cccs2)c2nnnn2C2CCCC2)CC1 (stereo not drawn)
  A = -5	B = -2	C = 0.4	D = -0.2	E = 4	F = -0.8	G = -3	H = 0	I = -1	J = -2
CC(=O)Cn1ncc(Br)c(Br)c1=O
  A = .	B = 10	C = 0.7	D = .	E = 17	F = 1.3	G = -1	H = 1	I = 0	J = -3
COCCSc1nnc(NC(=O)C2CCN(C(=O)c3ccco3)CC2)s1
  A = -9	B = 6	C = -0.6	D = 0.3	E = -3	F = -0.2	G = 2	H = 0	I = -4	J = -3
O=c1cccc2n1CC1CC2CN(S(=O)(=O)c2cc(Cl)ccc2Cl)C1 (stereo not drawn)
  A = 3	B = 5	C = 2.8	D = 3.6	E = -4	F = 2.0	G = 0	H = -1	I = -6	J = 0
CCCCCc1cc(=O)c2ccccc2o1
  A = -2	B = -1	C = -0.3	D = 3.9	E = .	F = -11	G = 3	H = 1	I = 0	J = 2
O=C(NCc1ccc(OC(F)(F)F)cc1)c1cccc2c1C(=O)c1ccc(N3CCCCC3)cc1S2(=O)=O
  A = -9	B = 6	C = 4.6	D = 20*	E = .	F = -2.6	G = -603	H = -1	I = 4	J = 7
Cc1ccc(NC(=O)COC(=O)COc2ccc(Cl)cc2C)c([N+](=O)[O-])c1
  A = -1	B = 0	C = -0.4	D = 1.8	E = 1	F = -3.7	G = -3	H = 5	I = -10	J = 14
Cc1ccc(-n2nc3c(c2NC(=O)c2ccco2)CS(=O)C3)cc1 (stereo not drawn)
  A = -7	B = -2	C = -0.6	D = 1.4	E = -2	F = -1.8	G = -14	H = 3	I = 6	J = 1
COc1cccc(-c2nc(CSCC(=O)N3CCc4ccccc43)c(C)o2)c1
  A = 2	B = -1	C = -1.8	D = -2.3	E = 17	F = 0.2	G = -2	H = -1	I = ?	J = 10
COc1ccc(C(=O)N2N=C(c3cccc(OC)c3)CC2(O)C(F)(F)F)cc1 (stereo not drawn)
  A = -1	B = 17	C = -3.2	D = -0.9	E = -2	F = -0.8	G = -9	H = -3	I = -4	J = -6
COc1ccccc1CO/N=C/NC(=O)c1c(OC)ccnc1Oc1ccc(F)cc1
  A = 7	B = 3	C = ?	D = -1.4	E = 0	F = 0.4	G = 3	H = -3	I = 6	J = 4
Cc1cc(C)n2nc(SCC(=O)N(C)c3ccccc3)nc2n1
  A = 7	B = -7	C = -3.0	D = -1.9	E = 13	F = 3.4	G = -1	H = 1	I = -5	J = -1
Clc1cc(-c2ccccc2)nc(-c2ccccc2)n1
  A = 1	B = -8	C = 0.4	D = -4.1	E = .	F = .	G = -7	H = -2	I = ?	J = 7
CC(SC1=NCCS1)C(=O)Nc1nnc(-c2ccc(F)cc2)s1 (stereo not drawn)
  A = 2	B = -1	C = -0.2	D = 1.2	E = 41	F = -1.9	G = -1	H = 0	I = -4	J = 10
CCOC(=O)CN1C(=O)C(=O)N(Cc2ccccc2)C1=O
  A = -9	B = -9	C = 2.2	D = -0.3	E = 10	F = -1.2	G = 0	H = 1	I = 4	J = 0
CCC(C)NC(=O)C1CCN(c2nc(C)cc(C)n2)CC1 (stereo not drawn)
  A = -3	B = -7	C = 0.9	D = -1.9	E = 25	F = -1.4	G = 1	H = 3	I = 3	J = 8
Cn1cccc1C(=O)C(=O)Nc1cccc(Cl)c1Cl
  A = 3	B = 8	C = -1.4	D = 2.0	E = 12	F = 2.8	G = -14	H = 3	I = -15	J = 8
CCOC(=O)Cc1csc(NC(=O)c2ccc(C)o2)n1
  A = -7	B = -2	C = -1.4	D = 1.9	E = 3	F = .	G = 1	H = 2	I = -3	J = 24
Cc1cc(C)cc(-n2ncc3c2CCCC3NC(=O)C2CCC2)c1 (stereo not drawn)
  A = -1	B = -2	C = -5.2	D = -0.5	E = 24	F = 0.2	G = 2	H = 0	I = 6	J = -9
COc1ccc(-n2c3c(c(=O)[nH]c2=O)C(NC(C)=O)(C(F)(F)F)C(=O)N3)cc1 (stereo not drawn)
  A = 2	B = -4	C = -2.1	D = -0.5	E = 2	F = 0.4	G = 4	H = 2	I = -1	J = -2
CC1CCCN(c2nc(NCc3ccco3)nc(N)c2[N+](=O)[O-])C1 (stereo not drawn)
  A = 5	B = 14	C = -3.6	D = -2.2	E = 3	F = .	G = 9	H = -5	I = -2	J = 11
Cc1ccc(-c2csc(N(CCc3ccccc3)C(=O)COc3ccccc3)n2)cc1
  A = 6	B = 1	C = -1.1	D = 0.1	E = 19	F = -1.9	G = 5	H = -1	I = 2	J = 8
O=C(O)c1ccc(Nc2ccc(F)c(F)c2)c([N+](=O)[O-])c1
  A = 1	B = 17	C = -1.1	D = -2.4	E = 20	F = 4.7	G = 14	H = -2	I = 5	J = 9
COc1ccc(-c2nc(C(N)=O)c3[nH]c(=O)n(-c4cccc(Cl)c4)c3n2)cc1OC
  A = .	B = 14	C = -2.2	D = .	E = 13	F = 10	G = 0	H = 2	I = -11	J = 8
CCCC(=O)Nc1cc(-c2nn(C)c(=O)c3ccccc23)ccc1N1CCOCC1
  A = -7	B = 7	C = -3.0	D = 1.3	E = 16	F = 7.9	G = -11	H = -5	I = -1	J = 12
COc1ccc2[nH]c3c(=O)n(CCCCC(=O)N4CCCC4)c(=S)[nH]c3c2c1
  A = -4	B = -4	C = 0.1	D = 3.8	E = 18	F = -2.0	G = 5	H = 12	I = 0	J = 11
CC(C)(C)C1CCC(=NNC(=O)CN(c2ccccc2)S(C)(=O)=O)CC1 (stereo not drawn)
  A = 0	B = -7	C = -1.1	D = 1.2	E = 5	F = -0.5	G = -2	H = 4	I = -2	J = -3
COC(=O)Cc1ccc(O)c(N)c1
  A = 3	B = -38	C = 1.0	D = -0.7	E = 30	F = -0.3	G = 5	H = -1	I = 3	J = -1
CC(=O)C1=C(C)NC(=O)NC1c1ccc(OC2CCCC2)cc1 (stereo not drawn)
  A = -5	B = 5	C = -1.6	D = 0.0	E = -25	F = .	G = 2	H = 2	I = -7	J = -2
Cc1ccc(NC(=O)CSC2=Nc3ccccc3C3CC=NN23)c(C)c1 (stereo not drawn)
  A = -6	B = -3	C = -3.5	D = -1.9	E = 20	F = .	G = -36	H = 2	I = -16	J = 1
CC(C)c1ccc(CNc2ccc(N3CCOCC3)cc2)cc1
  A = -9	B = 2	C = -1.3	D = 0.3	E = -5	F = -2.0	G = 6	H = 3	I = -15	J = -6
Cn1ncc(N=Cc2ccccc2)c1C(=O)Nc1cccc(Cl)c1
  A = -3	B = 7	C = -4.6	D = 3.6	E = -7	F = 0.5	G = -10	H = -5	I = -4	J = -4
O=C(c1cccnc1)n1nc(-c2ccco2)nc1NCc1cccs1
  A = .	B = 13	C = -1.7	D = .	E = -10	F = 0.2	G = -2	H = 4	I = -5	J = 7
O=C(COc1ccc2c(c1)OCO2)Nc1nccs1
  A = -2	B = -6	C = -3.0	D = -0.1	E = -4	F = -0.1	G = 3	H = 3	I = 3	J = -7
COc1cc(NC(=O)c2ccc(CNc3c(N4CCOCC4)c(=O)c3=O)cc2)cc(OC)c1
  A = -7	B = -1	C = -3.5	D = -2.9	E = -2	F = 2.5	G = 4	H = 0	I = -11	J = 22
CC(C)c1ccc(NC(=O)[C@H]2CSCN2C(=O)[C@@H]2CCC(=O)N2)cc1
  A = -4	B = 8	C = -1.5	D = -0.3	E = 8	F = -1.5	G = -2	H = 0	I = -5	J = 4
O=C(CSc1nc(C(F)(F)F)cc(=O)[nH]1)N1CCCCCC1
  A = 4	B = 11	C = -6.4	D = 0.1	E = .	F = 0.3	G = 1	H = 0	I = 5	J = 3
O=C(NCCCNC(=O)c1ccccn1)c1ccccn1
  A = 6	B = 8	C = -2.4	D = -2.7	E = 21	F = -2.0	G = -1	H = 0	I = 7	J = -1
Cc1ccccc1NS(=O)(=O)c1ccc2c(c1)CCC(=O)N2
  A = .	B = 10	C = -1.9	D = .	E = .	F = -0.4	G = .	H = 1	I = 2	J = 3
CCNC(C(=O)c1c[nH]c2c(CC)cccc12)c1ccccc1 (stereo not drawn)
  A = -2	B = 6	C = -4.7	D = -0.4	E = 27	F = 2.5	G = 13	H = 1	I = -10	J = -9
Cc1cc(F)ccc1NC(=O)c1cc(S(=O)(=O)N2CCCC2)cn1C
  A = 4	B = -2	C = -2.9	D = -0.5	E = 25	F = 3.5	G = 7	H = -2	I = -6	J = -6
O=C(NC1CCN(Cc2ccccc2)CC1)C1CCN(S(=O)(=O)c2cccc3cccnc23)CC1
  A = 0	B = 4	C = -1.1	D = -0.2	E = 23	F = 0.6	G = 6	H = 5	I = 0	J = -4
CCSc1nnc(Cc2cc(=O)[nH]c(=O)[nH]2)n1-c1cccc(C)c1
  A = 2	B = 1	C = -4.2	D = -2.7	E = 6	F = -1.6	G = -3	H = -1	I = -11	J = 2
